# Screens from PubChem BioAssay.
# 12-LOX inh – ALOX12 (human) lipoxygenase inhibition. purified 12hLO, xylenol orange hydroperoxide absorbance. Potency, µM (top dose mostly 108 µM), inactives show at the top dose activity change, negative = inhibition, usual class: inhibitors. actives 1.1% (n = 580,000). AID 1671190; active = well fitted inhibition curve with a large enough effect; inconclusive = small, poorly fitted or top-dose-only effect, or another doubt; inactive = no such curve, though single readings can be large or run the other way
# Target sequence (P18054 whole entry, looked up): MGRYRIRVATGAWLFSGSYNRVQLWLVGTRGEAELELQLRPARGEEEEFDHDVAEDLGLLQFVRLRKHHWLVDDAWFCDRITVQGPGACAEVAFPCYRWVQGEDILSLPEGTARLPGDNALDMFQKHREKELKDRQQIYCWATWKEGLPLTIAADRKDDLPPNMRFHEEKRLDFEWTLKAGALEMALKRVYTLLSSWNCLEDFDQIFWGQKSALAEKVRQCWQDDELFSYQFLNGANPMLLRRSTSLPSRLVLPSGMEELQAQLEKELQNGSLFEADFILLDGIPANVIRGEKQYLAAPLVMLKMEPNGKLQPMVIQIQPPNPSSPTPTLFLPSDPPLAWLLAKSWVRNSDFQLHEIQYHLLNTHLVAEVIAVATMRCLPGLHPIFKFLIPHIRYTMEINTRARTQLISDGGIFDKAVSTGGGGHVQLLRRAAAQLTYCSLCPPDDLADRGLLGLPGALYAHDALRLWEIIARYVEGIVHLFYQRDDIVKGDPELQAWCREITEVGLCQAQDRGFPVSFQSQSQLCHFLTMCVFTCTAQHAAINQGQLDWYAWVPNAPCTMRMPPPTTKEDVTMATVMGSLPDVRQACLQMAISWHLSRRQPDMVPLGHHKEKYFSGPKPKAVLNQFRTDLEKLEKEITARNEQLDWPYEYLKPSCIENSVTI
#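 Hydroperoxide product was detected by ferrous iron/xylenol orange as the 573 to 405 nm absorbance ratio. Arachidonic acid at 40 uM (final) was turned over for 30 min at room temperature by 150 nM human 12hLO, pH 7.0 Hepes buffer, after 15 min compound preincubation.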
# * = called active by the depositor; ? = inconclusive; [ ] = dose if it differs, or a comment. % is set by controls: 0 for no effect and ±100 for the full control effect; potency is the fitted concentration of half-maximal effect. A portion of the library. The share of hits here may be higher or lower than overall.
12-LOX inh,mol
9%[12.5 µM],O=C(O)c1ccc(-c2ccc(OC(F)(F)F)cc2)cc1
39%[activator],O=S(=O)(NC[C@H]1O[C@H](Cc2cc(CN3CCOCC3)on2)CC[C@@H]1O)c1ccccc1
5%,CC(C)N1C[C@H](O)C[C@H]1c1nnc2n1CCN(C(=O)CCC1CCCC1)C2
8%,COCc1nc(-c2ccc(OC3CN(C(=O)Nc4cccc(C)c4)C3)cc2)no1
?,O=C(CCC1CCCC1)N1CCC2(CC1)CC(N(Cc1ccccc1)C1CC1)CCO2 (centres undefined)
25%,Cc1ccc(CC(=O)N[C@@H]2CN(c3ccncn3)C[C@H]2CO)cc1
30%,Cc1noc(-c2cn(C3CCCN(C(=O)c4cccc(Cl)c4)C3)nn2)n1 (centres undefined)
3%[6.33 µM],CC(C)OCCCNc1nc2c(S(=O)(=O)c3ccc(C(C)C)cc3)nnn2c2ccccc12
?,CC(C)(N)C(=O)N1CCCC(N2CCN(Cc3ccc4c(c3)OCO4)CC2)C1 (centres undefined)
-14%[176 µM],O=C(NC[C@H]1O[C@@H](CO)[C@@H](O)[C@H]1N1CCc2ccccc2C1)c1ccco1
32%,COc1cc(=O)n2c(c1C(=O)NCc1ccccc1C(F)(F)F)CCCC2
31%[activator],c1ccc(C2=NOC3(CCCN(Cc4cccc5ccccc45)C3)C2)nc1 (centres undefined)
22%[176 µM],COc1ccc(-c2ncc3c(n2)OCCN(C)C3=O)cc1OC
1%,CCS(=O)(=O)Nc1ccc(C(=O)N2Cc3nnc(C)n3C(C)C2)cc1 (centres undefined)
-1%,C#CCNC(=O)C[C@H]1C[C@@]2(C(=O)OC)C(=C[C@H](C(C)C)O[C@@H]2C2CC2)N(Cc2ccccc2)C1=O
57%[activator],CCCn1cc(-c2ccncc2)cc1C(=O)NCc1ccccc1
12%,Cc1cccc(C(=O)N2CCn3nnc(CCC(=O)NC4CC4)c3C2)c1
55%[activator],CC(C)c1ccc(CN2CCCC3(CCN(S(C)(=O)=O)C3)C2=O)cc1 (centres undefined)
18%,CCOCCCNC(=O)N1CCC(c2noc(-c3ccncc3)n2)C1 (centres undefined)
81%[activator],COc1cc(CN2CC[C@H](CNC(=O)C3CC3)[C@H](N(C)C)C2)ccc1F
-2%[6.33 µM],Cc1noc(C)c1[S+](=O)([O-])N1CCC2(CC(C(C)C)=NO2)C1 (centres undefined)
-1%[6.33 µM],C=CCNC(=O)c1cnn2c1CN([S+](=O)([O-])c1cccc(C(F)(F)F)c1)CC2
-4%[176 µM],CNC(=O)C1(C)CN(Cc2ccccc2)Cc2ccc(NCC(C)C)nc21 (centres undefined)
39%,O=C(NCc1ccc(F)cc1)C1CCN(C(=O)c2ncn3c2COC(c2ccc(Cl)cc2)C3)CC1 (centres undefined)
13%,CCn1cc(CN2CC[C@H](CNC(=O)COC)[C@H](N(C)C)C2)c(C)n1
12%,CC(C)Cn1nc2n(c1=O)CCN(S(=O)(=O)c1cccs1)CC2
28%,COCCOc1ccc2c(n1)CCN(C(=O)c1ccc(OC)nc1OC)C2
19%,O=C(NC1CCCCCC1)c1cc2n(n1)CC(c1ccc3c(c1)OCO3)OC2 (centres undefined)
28%,O=C(NCC1CC1)c1cccc(OC2CN(Cc3ccncc3F)C2)c1
?,CCCC(=O)N1CC2(C1)CN(C(=O)CN1CCOCC1)[C@H](CO)c1c2c2ccc(OC)cc2n1C
?,Cc1cccc(CNC(=O)C2CC(c3ccc(F)c(C)c3)CN(C(=O)c3ccccc3)C2)c1 (centres undefined)
-4%[176 µM],COC[C@H]1CCCN1C(=O)CC[C@H]1CNC(=O)[C@@H]2[C@@H](CCN2CC2CC2)N1C
13%[176 µM],N#Cc1cccc(C(=O)N[C@H]2[C@H](O)[C@H](O)C[C@@H]2c2ccc(N3CCOCC3)nc2)c1
41%[activator],Cc1cnc(-c2cccnc2)n1CC1CCN(S(=O)(=O)Cc2ccccc2)CC1
?,CNC(=O)CCn1ncc2cc(OCc3ccccc3-c3ccc(OC)cc3C)ccc21
17%,CCOc1cccc(-c2noc(-c3nnn4c3COC(c3ccc(OC)cc3)C4)n2)c1 (centres undefined)
11%,COc1ccc(C(=O)N2CCC3(CC2)CC(OC)CCO3)cn1 (centres undefined)
24%,OCC1(CN2CCCC2)CCN(C/C=C/c2ccccc2)CC1
?,COC(=O)[C@@H]1[C@@H](CO)[C@@H]2Cn3c(ccc(Br)c3=O)[C@@H]2N1C(=O)CN(C)C
19%,CCc1nnc2ccc(NCc3ccccc3)nn12
23%,CC1(c2ccccc2)N(Cc2cccnc2)C(=O)OC12CCN(C(=O)Cc1ccc3c(c1)OCO3)CC2 (centres undefined)
35%[activator],Cc1c(-c2ccc(F)cc2)[nH]c2ccc(CNC(=O)CCN3CCCO3)cc12
-18%[6.33 µM],COc1ccc(CCNc2ncnc3c2CN(C2CCCNCC2)C(=O)CN3C)cc1 (centres undefined)
?,COc1ccccc1Nc1cnc2ccc(-c3cccc(CO)c3)nn12
33%[activator],Cc1noc([C@@H]2CN(C(=O)c3nccc4ccccc34)C[C@H]2CO)n1

# Three entries already listed, ordered by their value in 12-LOX inh, ascending:
12-LOX inh,mol
11%,COc1ccc(C(=O)N2CCC3(CC2)CC(OC)CCO3)cn1 (centres undefined)
17%,CCOc1cccc(-c2noc(-c3nnn4c3COC(c3ccc(OC)cc3)C4)n2)c1 (centres undefined)
19%,CCc1nnc2ccc(NCc3ccccc3)nn12

# Next part:
12-LOX inh,mol
51%[activator],Cc1ccc(-c2nccn3cc(C(=O)N4CCN(C5CCCCC5)CC4)nc23)cc1
0%,CCn1c(-c2ccccc2F)nc2cc(NC(C)=O)cc(C(=O)N(C)Cc3cn(C)nc3C)c21
-1%,O=C(Cc1c[nH]c2ccccc12)N1CCC(CCOc2ccccc2F)C1 (centres undefined)
112%[activator],Cc1noc(C)c1S(=O)(=O)N1CCC2(CC1)CC1C(=O)NCCN1C2 (centres undefined)
37%,CCc1nc(-c2c3n(c(=O)n(Cc4ccccc4C(F)(F)F)c2=O)CCCC3)no1
31%[activator],COc1ccc(NC(=O)N2CC(N(C3CCOCC3)S(C)(=O)=O)C2)cc1OC
-2%,CCc1nc2c(c(-c3ccc(O)cc3)n1)CCN(Cc1ccccc1C(F)(F)F)CC2
?,Cc1ccc(C(=O)N2CCC3(CC2)NC(=O)N(Cc2ccc(F)cc2)C3=O)cc1F
10%,CCOc1ccc(CN2C[C@@H]3C(=O)N(CCc4ccccc4)C(=O)[C@@H]3C2)cc1OC
46%[activator],O=C(CCC1CCN(S(=O)(=O)c2cccc(F)c2)CC1)NCCCN1CCCC1=O
29%,O=C1NC2(CCN(C(=O)c3ccc(C(F)(F)F)cc3)C2)Oc2ccccc21 (centres undefined)
-7%,O=C(NCCn1ccn2nc(-c3ccc(F)cc3)cc2c1=O)c1c(F)cccc1F
28µM*,Cc1nn2c(c1-c1ccnn1C(C)C)N(Cc1ccc(C(=O)O)s1)CCC2
18%,COc1ccc(-c2cnc3n2CC(C(=O)NCCCN2CCCC2=O)CC3)cc1 (centres undefined)
33%[activator],O=C1CC(c2ccccc2)N(C(=O)C2CC2)CCCN(C(=O)c2n[nH]c3ccccc23)CCN1 (centres undefined)
148%[activator],O=C1CCN(S(=O)(=O)c2ccccc2)CCCN(Cc2cccc3[nH]ccc23)CCN1
42%[activator],Cc1[nH]ncc1CNC(=O)C1(Cc2ccccc2)CCCCC(=O)N1 (centres undefined)
?,O=C([C@@H]1C[C@H](c2ccc(F)cc2)N(Cc2ccccc2Cl)C1)N1CCN(CCO)CC1
10%[176 µM],Cc1ccc(S(=O)(=O)N[C@H](C)c2onc(-c3ccc(F)cc3)c2C(=O)O)cc1
30%,NC(=O)CCNC(=O)[C@@H]1C[C@@H](NS(=O)(=O)c2cccs2)CCN1C(=O)COCC(=O)O
5%[6.33 µM],Cc1cc(C(=O)NC2CCCC2)c2c(C3CCNC3)noc2n1 (centres undefined)
16%,COC1CCOC2(CCN(C(=O)c3ccncc3)CC2)C1 (centres undefined)
-8%,CC(C)(C)NC(=O)c1csc(C(O)c2ccc(C(C)(C)C)cc2)n1 (centres undefined)
7.1µM*,Cc1ccsc1C(=O)N1CCC2(CC1)NC(=O)N(c1ccccc1)N2
1%,COC(=O)C1=C(C)N(C)C(=NCc2ccccc2)NC1c1ccc(F)cc1 (centres undefined)
-4%,Cc1noc(-c2ccc(OC3CN(C(=O)NCc4ccccc4)C3)cc2)n1
?,C[S+](C)CCC(N)C(=O)O (centres undefined)
29%,Fc1ccc(CNCc2cccnc2N2CCN(c3ccccn3)CC2)cc1F
27%[176 µM],O=C(NC[C@H]1COCc2nc3cc(F)ccc3n21)c1ccc2c(c1)OCO2
1%,O=C(N1CC[C@@H](c2ccc3ccccc3c2)[C@H](O)C1)C1(Cn2ccnc2)CC1
-5%[176 µM],O=C1C[C@@H]2CCN(C(=O)NCc3ccccc3)C[C@@H]2CCN1CCN1CCNC1=O
?,CCCCNC(=O)Cc1csc2nc(C)c(-c3cc(C)n(-c4ccc(C)cc4)n3)c(=O)n12
-1%[6.33 µM],O=C1NC2(Cc3ccccc31)CN([S+](=O)([O-])c1ccccc1)C2
9%,COc1ccc(-c2nnc3n2CCN([S+](=O)([O-])c2cccs2)C3)cc1
?,COCCn1c2c(c(=O)n1-c1ccccc1)CCN(Cc1cccc(C#N)c1)C2
?,CCc1ccc(NC(=O)Cn2c(N3CCN(c4ccccc4)CC3)nc(C)cc2=O)cc1
6%,COC(=O)N1C[C@H](OC)[C@H]2C[C@@H]1c1ccccc1O2
48%[activator],COc1ccc(OCc2nc(C)c(CCO)c(=O)n2CC(=O)Nc2ccccc2C)cc1
18%,O=C(c1cccnc1OC1CCN(C(=O)C2CC2)C1)N1CCCCC1 (centres undefined)
55%[activator],CCc1cccc(Nc2ncncc2-c2nc(-c3ccccc3)no2)c1
13%,CN(CC1CCOC1)S(=O)(=O)c1cccs1 (centres undefined)
58%[activator][176 µM],COCCN1CCC2(C1)CN(C)c1ccc(C(=O)NCC3CC3)cc12 (centres undefined)
117%[activator][176 µM],Fc1ccc2nc(CO[C@H]3CN(Cc4ccc5ccccc5n4)C[C@H]3F)[nH]c2c1
12%,Cc1cccc(NC(=O)C2CC(=O)N(c3n[nH]c4ccccc34)C2)n1 (centres undefined)
?,CC(C)NC(=O)c1cc(-c2ccc(Cl)cc2Cl)nc2c1cnn2C
25%,Cc1nn(CCNC(=O)c2cn(CCN)nn2)c(C)c1Cl
19%[176 µM],COc1ccc(-c2cc(C[C@@H]3C[C@H](NCc4ccncc4)C3(C)C)no2)cc1
15%,O=C(c1cc(F)ccc1F)N1CCC(N2CC3CC(C2)[C@H]2CCCC(=O)N2C3)CC1 (some centres undefined)
53%[activator],O=C(Nc1cccn2nc(C3CCC3)nc12)c1cccc(F)c1
9%,OC1(c2cccnc2)CCN(Cc2ccc3c(c2)CN(Cc2ccc(Cl)cc2)CCO3)CC1
30%,CCOc1ccccc1N1CCN(c2ncncc2-c2nc(-c3ccccc3)no2)CC1
6%[6.33 µM],COc1ccc(-c2nc(C3CC3)nc3c2CN(C(=O)c2ccccc2F)CC3)cc1
12%,O=C(C[C@H]1NC(=O)c2ccccc2NC1=O)NCCn1c(=O)c(=O)[nH]c2ccccc21
-11%,COc1ccc(CC(=O)Nc2ccc([C@@H](O)[C@H]3COCC(=O)N3Cc3ccccc3OC)cc2)cc1
-6%,Cc1ccc(Cn2cc(-c3ccncc3)cc2C(=O)N(C)Cc2ccccc2)cc1
38%,O=C1NCCOCCCN(S(=O)(=O)c2ccccc2)[C@H]2CCC[C@@H]12
35%[activator],CNC(=O)[C@@H]1C[C@H](n2cc(CNC(=O)Nc3ccc(C)c(Cl)c3)nn2)CN1
16%,CC(C)c1nc(-c2ccc(C(=O)N[C@@H]3COCC[C@@H]3OCC3CC3)cc2)no1
28%,O=C(c1ccccn1)C1CCCN(c2ncncn2)C1 (centres undefined)
32%[activator],COC(=O)[C@H](NC(=O)[C@@H]1C[C@@H](NC(=O)CSC)CCN1S(=O)(=O)c1ccc(OC)cc1)C(C)C

# Looked up by compound from above (5):
12-LOX inh,mol
30%,NC(=O)CCNC(=O)[C@@H]1C[C@@H](NS(=O)(=O)c2cccs2)CCN1C(=O)COCC(=O)O
12%,CC(C)Cn1nc2n(c1=O)CCN(S(=O)(=O)c1cccs1)CC2
7.1µM*,Cc1ccsc1C(=O)N1CCC2(CC1)NC(=O)N(c1ccccc1)N2
-4%,Cc1noc(-c2ccc(OC3CN(C(=O)NCc4ccccc4)C3)cc2)n1
?,CCc1ccc(NC(=O)Cn2c(N3CCN(c4ccccc4)CC3)nc(C)cc2=O)cc1

# Further records
12-LOX inh,mol
?,COc1ccc(N2Cc3c(ncnc3N3CCN(Cc4ccccc4)CC3)N(C)CC2=O)cc1
23%,CNC(=O)Nc1ccc(C)n(CC(=O)N2CCN(c3ccccc3OC)CC2)c1=O
4%[176 µM],O=C(Nc1ccccc1)Nc1ccc([C@@H](O)[C@H]2COCC(=O)N2Cc2cccnc2)cc1
?,COc1ccc(-c2nc(-c3ccccc3)nc3c2CN(C(=O)C2CCCC2)CC3)cc1
-3%[176 µM],O=C(Cc1c[nH]c2ncc(-c3ccccc3)cc12)N1CC[S+](=O)([O-])CC1
6%[57.4 µM],CCC=CC[C@H]1C(=O)CC[C@@H]1CC(=O)OC
39%[activator][176 µM],O=C(CC[C@@H]1CNC(=O)[C@@H]2C[C@H](NCc3ccc(CO)o3)CN12)NCc1ccccc1

# Look-ups from the entries so far:
# O=C(Cc1c[nH]c2ncc(-c3ccccc3)cc12)N1CC[S+](=O)([O-])CC1 in 12-LOX inh shows -3%[176 µM]
# CCC=CC[C@H]1C(=O)CC[C@@H]1CC(=O)OC in 12-LOX inh shows 6%[57.4 µM]
# O=C(Nc1ccccc1)Nc1ccc([C@@H](O)[C@H]2COCC(=O)N2Cc2cccnc2)cc1 in 12-LOX inh shows 4%[176 µM]
# O=C(CC[C@@H]1CNC(=O)[C@@H]2C[C@H](NCc3ccc(CO)o3)CN12)NCc1ccccc1 in 12-LOX inh shows 39%[activator][176 µM]
# CNC(=O)Nc1ccc(C)n(CC(=O)N2CCN(c3ccccc3OC)CC2)c1=O in 12-LOX inh shows 23%
